Screens: PubChem BioAssay, National Center for Advancing Translational Sciences (NCATS)
USP2a block: qHTS Assay for Inhibitors of Ubiquitin-specific Protease USP2a Using CHOP2 as the Reporter. Ubiquitin carboxyl-terminal hydrolase 2 (Homo sapiens), O75604. USP2 core, Ub-CHOP2 coupled fluorogenic reporter, 485/531. Potency, µM (highest dose often 38.3 µM), inactives show at the top dose activity change, negative = inhibition, hits mostly inhibitors. 330,000 compounds, 0.01% hits. AID 463254, 2010;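 note: potency is the fitted concentration of half-maximal effect; plate controls were DMSO wells for no effect and full inhibition by NEM control for full effect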
Target sequence (O75604 whole entry, looked up): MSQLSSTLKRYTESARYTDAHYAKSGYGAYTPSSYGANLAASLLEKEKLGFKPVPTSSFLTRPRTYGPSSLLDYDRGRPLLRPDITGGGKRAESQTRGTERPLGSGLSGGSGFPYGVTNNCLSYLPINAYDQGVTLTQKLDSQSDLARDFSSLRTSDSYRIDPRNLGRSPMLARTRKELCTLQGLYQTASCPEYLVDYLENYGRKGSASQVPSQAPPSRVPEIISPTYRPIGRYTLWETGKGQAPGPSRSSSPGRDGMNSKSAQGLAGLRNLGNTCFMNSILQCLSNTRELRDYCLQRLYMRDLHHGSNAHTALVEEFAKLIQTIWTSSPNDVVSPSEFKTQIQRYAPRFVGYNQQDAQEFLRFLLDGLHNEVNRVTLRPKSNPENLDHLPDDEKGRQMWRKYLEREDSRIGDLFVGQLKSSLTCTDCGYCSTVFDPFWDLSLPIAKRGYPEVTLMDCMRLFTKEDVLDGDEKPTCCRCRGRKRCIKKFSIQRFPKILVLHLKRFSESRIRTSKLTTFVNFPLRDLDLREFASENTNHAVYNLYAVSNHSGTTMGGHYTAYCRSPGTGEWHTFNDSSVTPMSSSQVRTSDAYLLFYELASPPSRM
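USP2 core (10nM final) preincubated 30min RT with compound in 20mM Tris-HCl pH 8.0, 2mM CaCl2, 2mM beta-mercaptoethanol, 0.05% CHAPS; 25nM Ub-CHOP2 plus 25nM reporter substrate added, fluorescence (Ex485/Em531) read after 60min.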
KCNH2 WT inh: qHTS for Inhibitors of KCHN2 3.1: Wildtype qHTS. Voltage-gated inwardly rectifying potassium channel KCNH2 (Homo sapiens), Q12809. U2OS, BacMam KCNH2, thallium flux FluxOr; stronger effect = lower value. activity change, % at 1.84 µM. 340,000 compounds, 0.37% hits. AID 720551, 2013;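 active = maximum activity change below -70%; inconclusive = maximum activity change between -70% and -50%; inactive = maximum activity change above -50%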; note: % is set by controls: 0 for no effect and ±100 for the full control effect
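U2OS cells transduced with wild-type KCNH2 virus are loaded with FluxOr dye for 45 min, and thallium flux is measured in kinetic reads before and after stimulation buffer. Rate constants are normalized to DMSO controls.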
A-T KAP1 phos: qHTS Assay for Identifying a Potential Treatment of Ataxia-Telangiectasia. […] A-T fibroblasts, KAP-1 phosphorylation AlphaLISA; neocarzinostatin DNA damage 30 min before lysis. Potency, µM (highest dose often 57.5 µM), without a hit: at the top dose activation, hits mostly activators. 320,000 compounds, 0.19% hits. AID 485349, 2010; note: potency is the fitted concentration of half-maximal effect; % of control where 0% means no effect; nearly all actives have a fitted effect of over 45% in size
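hTERT-immortalized A-T patient fibroblasts ([…]), 500 cells/well in OPTI-MEM, 1% FBS, got compounds for 60 min, then NCS for 30 min at 37C. Lysates were then assayed for phospho-KAP-1 by AlphaLISA (anti-pKAP1 donor, anti-KAP1 acceptor beads), 6 hr at 25C.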
TRPV1 ag: HTS Assay for Compounds that Act as Agonists of the Vanilloid Receptor 1; Transient receptor potential cation channel subfamily V member 1 (Homo sapiens), Q8NER1; TRPV1-expressing cells, Fluo-8 calcium influx, agonist mode; activation, % at 8.33 µM; 320,000 compounds, 0.19% hits; AID 540275, 2011; in the data active = activation above about 80%; inconclusive = between about 30% and that limit; note: 0% is about no effect
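TRPV1-expressing cells were cultured overnight at 35.5C and loaded with Fluo-8 calcium dye for 40 to 90 min at room temperature. After a 10 s baseline, compound was added and calcium influx was read kinetically for 3 min (ex 480/em 520 nm).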
Eya2 phos inh: qHTS Assay for Inhibitors of the Phosphatase Activity of Eya2. 330,000 compounds, 0.006% hits. Potency, µM (top dose mostly 76.9 µM), without a hit: at the top dose activity, negative = inhibition, usual class: inhibitors. recombinant Eya2, OMFP fluorescence dephosphorylation (OMFP is methylfluorescein phosphate); note: potency is the fitted concentration of half-maximal effect; % is set by controls: 0 for no effect and ±100 for the full control effect
Target sequence (O00167 whole entry, looked up): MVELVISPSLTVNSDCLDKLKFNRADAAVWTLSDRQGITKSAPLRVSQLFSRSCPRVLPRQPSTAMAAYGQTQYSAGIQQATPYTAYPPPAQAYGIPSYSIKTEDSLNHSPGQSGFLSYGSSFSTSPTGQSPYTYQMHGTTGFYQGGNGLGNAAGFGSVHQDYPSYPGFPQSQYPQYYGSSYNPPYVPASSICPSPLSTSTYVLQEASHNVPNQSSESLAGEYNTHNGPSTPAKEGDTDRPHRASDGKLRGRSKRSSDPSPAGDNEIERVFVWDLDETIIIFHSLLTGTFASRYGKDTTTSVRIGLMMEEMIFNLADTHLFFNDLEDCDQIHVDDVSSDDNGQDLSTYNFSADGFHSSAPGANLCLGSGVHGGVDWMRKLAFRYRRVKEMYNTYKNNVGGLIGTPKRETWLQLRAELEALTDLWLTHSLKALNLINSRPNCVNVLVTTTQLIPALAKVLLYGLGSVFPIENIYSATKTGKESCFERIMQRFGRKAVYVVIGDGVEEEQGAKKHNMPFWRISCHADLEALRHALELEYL
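Eya2 protein (added as 0.2 uM solution) was preincubated with compound for 10 min at ambient temperature in 50 mM HEPES pH 7.5, 50 mM NaCl, 5 uM MgCl2, 0.05% BSA, 1 mM DTT. OMFP (added at 50 uM) then reacted 10 min; fluorescence read at 485/525 nm.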
TSHR antag: Antagonists of the Thyroid Stimulating Hormone Receptor: HTS campaign; 330,000 compounds, 0.2% hits; activity change, negative = inhibition, % at 11.5 µM; TSHR-expressing cells, TSH-stimulated cAMP HTRF, 2 h; stronger effect = lower value;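 active = activity change below a set negative limit, meaning inhibition stronger than a set level, cut at about -70% in these data; inconclusive = activity change between two set negative limits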; note: % is set by controls: 0 for no effect and ±100 for the full control effect
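Cell-based HTRF cAMP assay; TSHR cells + compound, TSH EC80 (4nM final), 2 h, 37 deg C. Lysis with anti-cAMP cryptate and cAMP-d2, 30 min RT, read 665/620 nm.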
Mito fusion act: qHTS Assay for Small Molecule Inhibitors of Mitochondrial Division or Activators of Mitochondrial Fusion; Potency, µM (series often up to 46.1 µM), for the others: at the top dose growth rescue (activation), hits mostly activators; 320,000 compounds, 0.23% hits; S. cerevisiae fusion-defective mutant growth rescue, CellTiterGlo 48 h;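 note: potency is the fitted concentration of half-maximal effect; % of control where 0% means no effect; nearly all actives have a fitted effect of over 45% in size; temperature-sensitive fusion mutants such as fzo1-1 at 37 °C on non-fermentable ethanol glycerol medium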
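Read-out: ATP-based luminescence (CellTiterGlo, 10 min ambient) reporting growth of fusion-defective ts yeast after 48 hours at 37C on glycerol/ethanol YPEG medium in the presence of compound.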
TCR act: Activators of T cell receptors: qHTS campaign. primary human leukocytes, anti-CD3, IL-2 HTRF, 48 h. Potency, µM (highest dose often 9.22 µM), without a hit: at the highest dose activation of IL-2 secretion, actives largely listed as activators. 330,000 tested, under 10 active; note: % of control where 0% means no effect
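TCR engagement came from a-CD3 beads alone, with compounds added to primary human leukocytes for 48 hr. Secreted IL-2 bridged europium cryptate- and d2-labelled anti-IL-2 antibodies, giving FRET emission at 665nm after 320nm excitation.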
ELG1 repair inh: qHTS screen for small molecules that inhibit ELG1-dependent DNA repair in human embryonic kidney (HEK293T) cells expressing luciferase-tagged ELG1; AID 504467, 2011; Potency, µM (highest dose often 46.1 µM), for inactives: at the highest dose activity change, negative = inhibition, hits mostly inhibitors; 330,000 compounds, 2.3% hits; HEK293T ELG1-luciferase reporter, luminescence, 16 h; DNA damage induced by 5-fluorouridine; note: potency is the fitted concentration of half-maximal effect; % is set by controls: 0 for no effect and ±100 for the full control effect; nearly all actives have a fitted effect of over 55% in size
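Overnight (16 hr) co-exposure of 2,000 cells/well to 5-fluorouridine and compound at 37 °C preceded detection. Luciferase was quantified via ONE-Glo luminescence; loss of signal denotes inhibition.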
KCNH2 3.1 block: qHTS for Inhibitors of KCHN2 3.1: Mutant qHTS; Potassium voltage-gated channel subfamily H member 2, brain isoform KCNH2 3.1 (human); activity change, % (tested at about 1.8 µM); U2OS KCNH2 3.1, thallium flux FluxOr; stronger effect = lower value; 340,000 compounds, 0.95% hits;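 active = maximum activity change below -70%; inconclusive = maximum activity change from -70% to -50%; inactive = maximum activity change above -50%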;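 note: thallium influx rate constant from kinetic fluorescence after stimulation buffer; % is set by controls: 0 for no effect and ±100 for the full control effect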
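Normalized rate constant (relative to positive and negative DMSO controls) derived from a 2 min kinetic fluorescence read after stimulation; U2OS cells expressing the 3.1 isoform via virus at 1.77 x 10^8 /mL.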
The depositor's hits bear a star; i = inactive; u = inconclusive; x = no result given; [ ] = dose if it differs, or a comment. Unless noted, calls come from the whole dose curve; as a rule, active = well fitted curve in the direction sought with a large enough effect; inconclusive = small, poorly fitted or top-dose-only effect, or another doubt; inactive = no such curve, though single readings can be large; an effect the other way counts as inactive or inconclusive. These rows are one share of the data (hit frequency here may not be typical).

entry	mol	USP2a block	KCNH2 WT inh	A-T KAP1 phos	TRPV1 ag	Eya2 phos inh
1	Cc1nc(NCCc2ccccc2)c2oc3ccccc3c2n1	2%	5	2%	82*	-2%
2	CCO/C=C1/C(=O)N(c2ccc(OC)cc2)C(=O)c2ccccc21	0%	-13	12%	0	8%
3	COC(=O)C(C)N=Cc1ccccc1 (centres undefined)	3%	-5	3%	3	5%
4	C[C@H](NC(=O)Nc1cccc(C(F)(F)F)c1)C(=O)O	0%	3	-2%	9	-26%
5	Cc1ccc(NC(=O)C(NC2CCCC2)c2ccccc2)cc1Cl (centres undefined)	-3%	8	0%	24	-16%
6	Cn1nc([N+](=O)[O-])nc1Sc1ccc(C(C)(C)C)cc1	1%	-9	2%	0	-16%
7	Cc1ccc(CNC(=O)CSc2ncn[nH]2)cc1	-2%	-13	-3%	-3	-3%
8	O=C(Cn1cnc2c(nnn2Cc2ccc(Cl)cc2)c1=O)NC1CCCC1	-2%	9	7%	-1	-15%
9	COc1ccc(-n2cc(CNC3CCOCC3)c(-c3cccc(F)c3)n2)cc1	-3%	25	-2%	26	-8%
10	COc1ccc(NC(=O)Nc2nnc(C(C)C)s2)cc1	0%	7	1%	-1	-7%
11	O=C(NCc1cccnc1)c1ccc(Cl)c(S(=O)(=O)N2CCCCCC2)c1	0%	4	1%	26	-5%
12	CCOC(=O)c1c(C)c(C(=O)NCc2ccccc2OC)c(C)n1C	-1%	-12	2%	0	-10%

entry	TSHR antag	Mito fusion act	TCR act	ELG1 repair inh	KCNH2 3.1 block
1	-24	8%	0%	u	-1
2	-2	2%	-2%	1%	-1
3	8	1%	-6%	1%	-1
4	-3	-2%	-3%[46.1 µM]	10%	3
5	4	-5%	2%	-8%	-19
6	1	-3%	-8%	2%	18
7	22	-4%	0%	u	22
8	-4	0%	3%	-4%	-1
9	6	-9%	1%	7%	-75*
10	-2	-5%	6%	u	16
11	-3	-1%	-12%	u	24
12	9	2%	-1%	-6%	2

Carrying on:
entry	mol	USP2a block	KCNH2 WT inh	A-T KAP1 phos	TRPV1 ag	Eya2 phos inh
13	CCCCNc1ccc(C(CC(N)=O)NC(=O)Cc2cccc3ccccc23)cc1[N+](=O)[O-] (centres undefined)	-1%	1	9%	1	9%
14	O=C(CCc1c[nH]c2ccccc12)NCC1CCCO1 (centres undefined)	4%	1	1%	0	12%
15	Cc1cc(C(=S)N2CCOCC2)c(C)n1-c1ccc(Cl)cc1	-1%	-8	-10%	3	-4%
16	CCCS(=O)(=O)c1nc(S(=O)(=O)c2ccc(C)cc2)c(N2CCC(C)CC2)s1	2%	-12	0%	22	-8%
17	Nc1nnnn1/N=C/c1cc(Cl)cc(Cl)c1O	12%	8	13%	9	24%
18	O=C(Nc1c(C(=O)c2ccccc2)oc2ccccc12)c1cc(-c2ccccc2O)n[nH]1	3%	-7	-12%	0	-11%
19	CCOC(=O)c1c(N)sc2c1CCC(C)C2 (centres undefined)	0%	19	3%	4	11%
20	O=C(Cn1c(=O)c(=O)n(Cc2ccccc2)c2ccc(Cl)cc21)Nc1cc(F)ccc1F	5%	x	9%	-5	-1%
21	CCOC(=O)c1ccc(S(=O)(=O)N2CCN(S(=O)(=O)CC)CC2)cc1	-10%	-4	12%	-1	-8%
22	COc1ccc2[nH]c3c(=O)n4c(nc3c2c1)SCCC4	1%	-6	-3%	-2	-23%
23	COc1ccccc1C(=O)NNc1ncc(C)s1	0%	-1	-3%	-1	-13%
24	Cn1cc(S(=O)(=O)NC2CCCCC2)c(=O)n(C)c1=O	0%	0	10%	-7	6%

entry	TSHR antag	Mito fusion act	TCR act	ELG1 repair inh	KCNH2 3.1 block
13	6	9%	4%	6%	-3
14	-7	-1%	3%	11%	-1
15	20	7%	-2%[46.1 µM]	-24%	-21
16	-7	-4%	10%	-4%	-20
17	11	-1%	-3%	3%	4
18	37	5%	-1%[46.1 µM]	-22%	15
19	4	3%	-1%	-3%	14
20	0	-9%	x	-7%	x
21	0	-21%	0%	5%	22
22	-5	-4%	-4%	17%	14
23	1	-14%	x	9%	-2
24	13	-1%	5%	16%	-27

Additional results:
entry	mol	USP2a block	KCNH2 WT inh	A-T KAP1 phos	TRPV1 ag	Eya2 phos inh
25	Cc1ccc(-c2oc3ncnc(N)c3c2-c2ccc(C)cc2)cc1	2%	-24	12%	-4	-20%
26	CCn1c(=O)c([N+](=O)[O-])c(NCC2CCCO2)c2ccccc21 (centres undefined)	1%	3	16%	0	5%
27	COc1ccc(CNCc2ccncc2)cc1OC	2%	-9	-5%	-2	4%
28	Cc1cc2cc(CN(Cc3ccco3)C(=O)C3CCCCC3)c(=O)[nH]c2cc1C	4%	-4	-2%	17	3%
29	COC(=O)c1ccccc1-n1c(C)nc(=O)c(-c2ccccc2)c1C	-1%	-2	x	1	0%
30	NS(=O)(=O)c1ccc(CNC(=O)c2cc(-c3ccccn3)nc3ccc(Cl)cc23)cc1	0%	3	2%	9	4%
31	CC(=O)Cc1nnn(-c2cc(C)on2)n1	-1%	x	0%	-5	-5%
32	Cc1ccccc1S(=O)(=O)Cc1ccc(C(=O)NC2CC2)o1	5%	-5	20%	0	9%
33	Nc1nc2nc(-c3ccccc3)cc(C(F)(F)F)c2s1	-6%	-3	3%	0	-1%
34	O=C1C2C3CCC(CC3)C2C(=O)N1c1ccccc1 (centres undefined)	11%	-1	30%	-3	-5%
35	O=C(Nc1ccccc1F)c1ccncc1	-1%	1	1%	-3	-14%
36	COc1ccc(C(=O)NCc2nnc(SCC(=O)c3ccc(F)cc3)n2C)cc1OC	1%	-5	21%	-6	5%

entry	TSHR antag	Mito fusion act	TCR act	ELG1 repair inh	KCNH2 3.1 block
25	3	3%	3%	-11%	-4
26	-4	-6%	2%	9%	-1
27	-9	1%	-4%	u	-25
28	-5	1%	2%	11%	-7
29	-3	5%	0%	11%	-10
30	-11	10%	3%	u	0
31	18	-4%	x	11%	x
32	-8	-4%	0%	0%	4
33	-99*	u	4%	u	-4
34	19	1%	-9%	1%	-4
35	-2	-1%	1%	-2%	0
36	7	0%	1%	1%	-8

New compounds follow.
entry	mol	USP2a block	KCNH2 WT inh	A-T KAP1 phos	TRPV1 ag	Eya2 phos inh
37	O=C(N/N=C/c1cc2c(c([N+](=O)[O-])c1)OCO2)c1ccncc1	0%	-19	10%	-1	9%
38	CCn1c(COc2ccc(=O)n(-c3ccccc3)n2)n[nH]c1=S	1%	i	-5%	1	-7%
39	COc1ccc(CCNC(=O)CN2CCOc3ccccc32)cc1OC	3%	-4	4%	-2	-1%
40	O=C(COc1c(F)c(F)c(C(F)(F)F)c(F)c1F)Nc1ccc(N2CCOCC2)c(Cl)c1	5%	5	0%	2	-40%
41	CN(C(=O)c1ccccc1NC(=O)C(F)(F)F)c1ccccc1	0%	2	-4%	3	1%

entry	TSHR antag	Mito fusion act	TCR act	ELG1 repair inh	KCNH2 3.1 block
37	7	-2%	2%	-10%	-8
38	-7	10%	-12%	5%	10
39	0	-4%	-7%	16%	5
40	-16	10%	1%	-8%	12
41	12	2%	-3%	10%	5

Single records, as listed above. Screens in order: USP2a block | KCNH2 WT inh | A-T KAP1 phos | TRPV1 ag | Eya2 phos inh | TSHR antag | Mito fusion act | TCR act | ELG1 repair inh | KCNH2 3.1 block
O=C(COc1c(F)c(F)c(C(F)(F)F)c(F)c1F)Nc1ccc(N2CCOCC2)c(Cl)c1 across the screens: 5% | 5 | 0% | 2 | -40% | -16 | 10% | 1% | -8% | 12
O=C(N/N=C/c1cc2c(c([N+](=O)[O-])c1)OCO2)c1ccncc1 across the screens: 0% | -19 | 10% | -1 | 9% | 7 | -2% | 2% | -10% | -8
CN(C(=O)c1ccccc1NC(=O)C(F)(F)F)c1ccccc1 across the screens: 0% | 2 | -4% | 3 | 1% | 12 | 2% | -3% | 10% | 5

Some of these compounds in order of the TCR act value, largest number first:
No.	Compound	TCR act
40	O=C(COc1c(F)c(F)c(C(F)(F)F)c(F)c1F)Nc1ccc(N2CCOCC2)c(Cl)c1	1%
41	CN(C(=O)c1ccccc1NC(=O)C(F)(F)F)c1ccccc1	-3%
38	CCn1c(COc2ccc(=O)n(-c3ccccc3)n2)n[nH]c1=S	-12%
